# Screening data: PubChem BioAssay, National Center for Advancing Translational Sciences (NCATS)
# TDP1 cell CPT – growth inhibition of DT40 Tdp1-/-;hTDP1 cells with camptothecin (screen for TDP1 inhibitors). Potency, µM (titrated, usually from 46.2 µM), inactives show at the highest dose activity change, negative = growth inhibition, hits mostly inhibitors. chicken DT40 Tdp1-/-;hTDP1 cells + 20 nM CPT, ATP luminescence, 48 h. hit rate 12% among 420,000; further: nearly all actives have a fitted effect of over 55% in size
#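 Cell growth measured by CellTiter-Glo luminescence after a minimum 48 h, 37 C compound exposure with 20 nM CPT in Tdp1-knockout DT40 cells stably expressing hTDP1, seeded 400/well; qHTS titration format.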
# TDP1 cell noCPT – qHTS for Inhibitors of human tyrosyl-DNA phosphodiesterase 1 (TDP1): qHTS in cells in absence of CPT; DT40 Tdp1-/- hTDP1 cells, no CPT, ATP luminescence, 48 h; Potency, µM (titrated, usually from 46.2 µM), for inactives: top-dose activity change, negative = growth inhibition, usual class: inhibitors; hit rate 15% among 420,000; further: nearly all actives have a fitted effect of over 55% in size
#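 Luminescent ATP content (CellTiter-Glo) served as the growth readout. Knockout chicken DT40 cells expressing human TDP1 were exposed to compounds without camptothecin for a minimum 48 hr at 37 °C.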
# KAT2A inh – inhibitors of human GCN5L2 histone acetyltransferase. GCN5L2 HAT assay, ThioGlo1 CoA-SH fluorescence. Potency, µM (titrated, usually from 58.9 µM), inactives show at the top dose activity change, negative = inhibition, usual class: inhibitors. hit rate 0.21% among 390,000
# Target sequence (Q92830 whole entry, looked up): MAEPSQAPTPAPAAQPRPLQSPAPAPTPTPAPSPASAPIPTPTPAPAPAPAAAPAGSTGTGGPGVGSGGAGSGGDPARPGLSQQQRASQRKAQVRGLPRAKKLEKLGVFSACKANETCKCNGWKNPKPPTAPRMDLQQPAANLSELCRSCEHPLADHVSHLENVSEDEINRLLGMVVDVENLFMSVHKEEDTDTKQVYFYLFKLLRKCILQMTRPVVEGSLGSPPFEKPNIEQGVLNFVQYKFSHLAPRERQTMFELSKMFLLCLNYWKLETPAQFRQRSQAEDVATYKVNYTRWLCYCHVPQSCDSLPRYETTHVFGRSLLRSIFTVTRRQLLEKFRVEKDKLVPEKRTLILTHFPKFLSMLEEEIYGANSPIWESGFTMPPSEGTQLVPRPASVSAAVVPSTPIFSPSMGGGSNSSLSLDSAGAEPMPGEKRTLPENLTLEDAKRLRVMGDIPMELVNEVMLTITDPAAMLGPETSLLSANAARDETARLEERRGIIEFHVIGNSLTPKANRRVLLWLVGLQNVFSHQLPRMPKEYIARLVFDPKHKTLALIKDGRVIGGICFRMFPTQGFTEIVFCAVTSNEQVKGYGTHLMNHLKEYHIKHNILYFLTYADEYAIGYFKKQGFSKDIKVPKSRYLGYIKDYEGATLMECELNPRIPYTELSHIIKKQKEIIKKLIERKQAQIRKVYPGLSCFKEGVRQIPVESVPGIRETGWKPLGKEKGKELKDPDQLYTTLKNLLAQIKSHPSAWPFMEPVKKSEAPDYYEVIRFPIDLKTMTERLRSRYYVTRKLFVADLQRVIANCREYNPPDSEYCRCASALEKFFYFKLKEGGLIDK
#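 Free CoA generated was detected with ThioGlo1 (50uM) fluorescence at Ex340nm/Em540nm, read immediately and after 20 min at room temperature. Enzyme, 20 nM in HEPES pH 7.5 buffer, saw compounds 15 min before adding 75uM H3(1-25) peptide and 70uM acetyl-CoA.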
# The depositor's hits bear a star; u = inconclusive; x = not tested or not shown; [ ] = dose if it differs, or a comment. The call rests on the fitted dose curve; in most records, active means well fitted curve in the direction sought with a large enough effect; inconclusive means small, poorly fitted or top-dose-only effect, or another doubt; inactive means no such curve, though single readings can be large; an effect the other way counts as inactive or inconclusive. On the % scale 0 is the no-effect control and ±100 the full control effect; potency means the concentration at half of the fitted maximal effect. Only part of the results is shown; rates above refer to the full screens.
SMILES,TDP1 cell CPT,TDP1 cell noCPT,KAT2A inh
CCn1cc(SCC(=O)N2CCOCC2)c2ccccc21,3%,-22%,-6%
Cc1ccc(NC(=O)c2cccc(S(=O)(=O)N(C)c3ccccc3)c2)cc1S(=O)(=O)N1CCOCC1,23µM*,23µM*,-8%
CN(CC(=O)Nc1ccccc1Br)C(=O)CNC(=O)c1ccc2c(c1)OCO2,-3%,-2%,-2%
NS(=O)(=O)c1ccc(Sc2ccc3ccccc3c2)nc1,u,u,-18%
Cc1ccc(C(=O)Nc2ccccc2C(=O)N2CCCCC2C)cc1 (centres undefined),-9%,-3%,-2%
CCOC(=O)N1CCC(NS(=O)(=O)c2cc3c(cc2Br)CCN3C(=O)CC)CC1,u,u,x
CCCCN(CCCC)Cc1ccc(C(=O)NNC(=O)Nc2ccc(F)cc2)o1,u,u,0%
CCC(=O)N1CCc2cc(S(=O)(=O)CCC(=O)NCc3ccccc3Cl)ccc21,u,-28%,-7%
CCC(=O)NNC(=O)Cc1c(C)n(C(=O)c2ccc(Cl)cc2)c2ccc(OC)cc12,1%,-20%,-3%
CN(C)c1ncnc2c1ncn2C1CCCO1 (centres undefined),1%,-15%,x
COc1ccccc1NC(=O)c1cc(Br)ccc1Cl,-3%,1%,-7%
NC(=O)[C@H]1O[C@@H](O)[C@H](O)[C@@H](O)[C@@H]1O,-2%,-17%,0%
COc1ccccc1C(=O)NCc1ccco1,1%,1%,u
O=C(CN1CCN(S(=O)(=O)N2CCCCCC2)CC1)Nc1cc(Cl)ccc1Cl,-29%,u,-4%
COc1ccc(CNS(=O)(=O)c2ccc(-n3cnnn3)c(OC)c2)cc1,-9%,-18%,-1%
Cc1ccc(NC(=O)C2CCN(c3nn4cc(-c5ccc(C)cc5)nc4s3)CC2)cc1,-9%,-21%,0%
COc1cccc(CNC(=O)c2cc(COc3c(F)cccc3F)on2)c1,-9%,-22%,-9%
N#Cc1nc(Cc2ccccc2)oc1N1CCCC1,-30%,u,-17%
CCN1CCN(CC(=O)NC2CCCCC2)C(=O)C1=O,0%,0%,-3%
CCOC(=O)C1=C(N)n2c(s/c(=C\c3ccco3)c2=O)=C(C(=O)OC(C)C)C1c1ccco1 (centres undefined),u,21µM*,-8%
O=C(COc1ccc(-n2ccnc2)cc1)Nc1cccc(Cl)c1,u,u,-4%
CCOc1ccc(C(=O)NCc2ccco2)cc1,u,-27%,-2%
CS(=O)(=O)NN1C(=O)c2ccccc2NC1c1ccccc1O (centres undefined),-2%,-2%,-1%
CCOC(=O)C1CCCN(S(=O)(=O)c2ccc3c(c2)oc(=O)n3C)C1 (centres undefined),-9%,u,4%
CCCCCCCc1c(O)nc(SCCN(C)C)[nH]c1=O,7%,0%,-7%

# 7 of these compounds in a different format.
SMILES	TDP1 cell CPT	TDP1 cell noCPT	KAT2A inh
O=C(CN1CCN(S(=O)(=O)N2CCCCCC2)CC1)Nc1cc(Cl)ccc1Cl	-29%	u	-4%
COc1ccc(CNS(=O)(=O)c2ccc(-n3cnnn3)c(OC)c2)cc1	-9%	-18%	-1%
Cc1ccc(NC(=O)C2CCN(c3nn4cc(-c5ccc(C)cc5)nc4s3)CC2)cc1	-9%	-21%	0%
COc1cccc(CNC(=O)c2cc(COc3c(F)cccc3F)on2)c1	-9%	-22%	-9%
N#Cc1nc(Cc2ccccc2)oc1N1CCCC1	-30%	u	-17%
CCN1CCN(CC(=O)NC2CCCCC2)C(=O)C1=O	0%	0%	-3%
CCOC(=O)C1=C(N)n2c(s/c(=C\c3ccco3)c2=O)=C(C(=O)OC(C)C)C1c1ccco1 (centres undefined)	u	21µM*	-8%

# Continued:
SMILES,TDP1 cell CPT,TDP1 cell noCPT,KAT2A inh
COc1cccc(OCCn2cc(C(C)=O)c3ccccc32)c1,12µM*,18µM*,-5%
O=C(COC(=O)CCc1nc2ccccc2s1)Nc1ncc(Cl)cc1Cl,-21%,3%,-17%
COc1cc2nc(/C=C/c3cc(OC)c(OC)c(OC)c3)sc2cc1SC,5.8µM*,5.8µM*,u
O=C(CNC(=O)c1ccccc1F)N/N=C/c1cccnc1,-1%,10%,-5%
COc1ccc(C(=O)OCC[N+]2(C)CCOCC2)cc1,-18%,1%,-15%
Cc1cccc(C)c1NC(=O)C1(N2C(=O)CC2c2ccccc2)CCCCC1 (centres undefined),-28%,-24%,43%[activator]
CCOC(=O)c1n[nH]n(-c2cc(Cl)cc(Cl)c2)c1=O,1%,-4%,-4%
COc1ccc(N2C(=O)CC(Sc3nc(C)cc(C)n3)C2=O)cc1OC (centres undefined),-12%,13%,-1%
Cc1ccc(Cn2c(C)c(CNC3CCCCC3)c(C(=O)O)c2C)cc1,0%,-8%,4%
Cc1ccc(N(CC(=O)NN=C2CCN(C)CC2)S(=O)(=O)c2ccc(C)cc2)cc1,10%,-12%,-6%
Oc1ccccc1CNn1cnnc1,8%,0%,-1%
COc1ccc(C)cc1NC(=O)c1c([N+](=O)[O-])cnn1C,-1%,-12%,-3%
CC(C)(C)OC(=O)N1CCC(c2c(C(=O)Nc3ccc4c(c3)OCCO4)cnn2-c2ccc(F)cc2F)CC1,21µM*,-108%,7%
COc1ccc(CNC(=O)Cn2nc(C(F)(F)F)cc2C)cc1,10%,-1%,6%
CN(C(=O)COC(=O)c1nc(Cl)ccc1Cl)c1ccccc1,1%,-7%,-2%
COc1cccc(OCC(=O)NNC(=O)c2cnccn2)c1,-2%,-29%,-2%
O=C(CN(CC(=O)N1CCOCC1)S(=O)(=O)c1ccc(Br)s1)N1CCOCC1,-20%,2%,x
COc1ccc(-c2nc3ccc(Cl)cn3c2Cc2ccccc2C(F)(F)F)cc1OC,18µM*,16µM*,x
O=C(Nc1cc(Cl)cc(Cl)c1)c1ccc(F)c(S(=O)(=O)NC2CCCC2)c1,16µM*,18µM*,-4%
Cc1cc(=O)oc2cc(NC(=O)c3ccccc3Cl)ccc12,12%,u,-6%
CN(CCC#N)C(=O)COC(=O)c1cc(Cl)cc(Cl)c1N,-19%,-2%,-4%
CC(=O)C1=C(O)C(=O)N(c2ccc(Br)cn2)C1c1ccccc1F (centres undefined),u,u,-13%
O=C(Nc1nnc([C@@H]2C[C@H](O)[C@@H](CO)O2)s1)Nc1ccccc1C(F)(F)F,-8%,-15%,x
COc1ccc(N2CCN(C(=O)CSc3c4c(nc5ccc(Cl)cc35)CCCC4)CC2)cc1,21µM*,15µM*,-12%
CSCCC(=O)N(C)CC1CCN(CCc2cccc(C(F)(F)F)c2)CC1,-6%,-13%,1%
# More compounds.
SMILES,TDP1 cell CPT,TDP1 cell noCPT,KAT2A inh
O=C1C=C(NCc2ccc(Cl)c(Cl)c2)CC1,3%,-8%,0%
COc1cccc2c(=O)n(CC(=O)Nc3ccc(F)cc3)ccc12,-10%,-17%,-4%
CC1(c2ccccc2)NC(=O)N(CC(=O)Nc2ccc3c(c2)CCC3)C1=O (centres undefined),-28%,u,-1%
COc1cccc(-n2c(N)c(-c3nc4ccccc4[nH]3)sc2=S)c1,-5%,-17%,-19%
S=C(NCc1ccccc1)Nc1cccc(Cl)c1,u,u,0%
O=C(CSc1ncccn1)NCc1ccc2c(c1)OCO2,-3%,-5%,-8%
O=C(Nc1sc2c(c1C(=O)O)CCCC2)C(=O)N1CCOCC1,9%,2%,-6%
O=C(NC1CC1)c1ccc2c(Cl)c3c(nc2c1)CCCC3,u,u,1%
O=C(Nc1ccccc1C(=O)NCCc1ccc(O)cc1)c1ccco1,u,2%,-1%
O=[N+]([O-])c1cc(-n2cnnn2)ccc1N1CCC(Cc2ccccc2)CC1,23µM*,9.2µM*,-8%
O=C(CSc1ncn[nH]1)NCCc1ccc(Cl)cc1Cl,-18%,-14%,1%
S=c1[nH]nc(Cn2cnc3ccccc32)n1-c1ccccc1,33%[activator],7%,1%
COc1ccc(OCc2nnc(SC(C)C(=O)Nc3ccc(N4CCOCC4)cc3)n2C)cc1 (centres undefined),-11%,-5%,x
O=C1CCC(C(=O)N2CCc3ccccc3C2)CN1CCCN1CCOCC1 (centres undefined),14%,-2%,-6%
Cc1cccc(CSCc2ccc(C(=O)NCCc3ccccc3)o2)c1,u,13µM*,-7%
Clc1cccc(NCc2ccccc2)n1,-9%,-5%,0%
O=[N+]([O-])c1cccc(S(=O)(=O)c2ccc(NCCO)c([N+](=O)[O-])c2)c1,u,u,-11%
COc1ccc(OC)c(CCNC(=O)CN2C(=O)CCSc3ccccc32)c1,21%,-13%,11%
Nc1cc(N)nc(SCC(=O)NCC(=O)Nc2ccc(F)c(F)c2F)n1,-4%,1%,-5%
CCc1ccc(NC(=O)CCCc2nc(-c3ccco3)no2)cc1,u,u,-13%
Cc1c(NC(=O)c2cc(C(C)C)on2)c(=O)n(-c2ccccc2)n1C,-7%,-3%,-3%
CCOC(=O)C1CCCN(C(=O)c2cc3cc4ccc(OC)cc4nc3o2)C1 (centres undefined),-29%,-25%,-25%
Cc1ccc(CNc2ccc3nnc(-c4ccccc4)n3n2)cc1,3.7µM*,2.3µM*,-2%
Cc1nnc(SCC(=O)Nc2nsc(-c3ccc(C(C)(C)C)cc3)n2)s1,-11%,-19%,-3%
CC(C)(C)S(=O)(=O)N1C[C@@H]2C(=CC[C@H]3C(=O)N(c4ccccc4)C(=O)[C@@H]23)[C@@H]1CCO,-26%,-25%,x
# Other records follow:
SMILES,TDP1 cell CPT,TDP1 cell noCPT,KAT2A inh
Cc1nc(SCC(=O)Nc2ccccn2)n[nH]1,3%,1%,-8%
COc1ccc(CCCc2nnc(SCC(=O)Nc3ccccc3F)o2)cc1,-15%,-20%,-4%
CCc1cnc2c(c1SCC(=O)Nc1ccc(C)cc1C)c(=O)n(C)c(=O)n2C,-9%,5%,1%
COc1ccccc1N1CCN(C(=O)c2ccc3noc(-c4ccccc4)c3c2)CC1,u,u,x
CC(=O)NC(CCS(C)(=O)=O)C(=O)Nc1ccccc1 (centres undefined),-1%,3%,1%
COc1cccc(Cn2c(=O)c(-c3cccs3)nc3cnc(N4CCN(C)CC4)nc32)c1,6%,-23%,-3%
COc1ccc(C)cc1NC(=O)CCNC(=O)c1ccco1,15%,-16%,-3%
CCOc1ccc(CNC(=O)C2Cc3ccccc3N2C(=O)CC)cc1OC (centres undefined),-16%,-23%,23%
Cc1cc2nc(-c3ccc(Cl)cc3)cc(C(F)(F)F)n2n1,-29%,-24%,-4%
COc1ccc2nc(/N=C(\N)NC(=O)C(C)(C)C)nc(C)c2c1,-18%,u,-6%
COC(=O)c1c(NC(=O)c2ccccc2)sc(C(N)=O)c1C,-1%,u,0%
COc1ccc(CCC(=O)Nc2cccc(S(=O)(=O)N3CCCCCC3)c2)cc1,u,u,-6%
OC1CCCN(C(=S)NCc2ccccc2)C1 (centres undefined),9%,-12%,-2%
O=c1c(-c2cccc([N+](=O)[O-])c2)[n+]([O-])c2ccccc2n1O,-26%,-14%,-12%
Cc1ccsc1CN(C(=O)c1oc2ccc(Br)cc2c1C)C1CCS(=O)(=O)C1 (centres undefined),9.2µM*,6.5µM*,-1%
O=C(NCC1CCCO1)c1ccccc1S(=O)(=O)c1ccc([N+](=O)[O-])cc1 (centres undefined),-1%,16%,-9%
COC(=O)c1ccc(NC(=O)CCn2cccn2)cc1,7%,-5%,-3%
O=C(O)c1cc2cccc(S(=O)(=O)N3CCCCC3)c2cc1O,0%,-4%,-17%
CCN(c1ccccc1)c1nc(Cl)nc2c1cnn2C,u,13µM*,x
CN(C)c1ccc(/C=C/c2sc3ccccc3[n+]2CCCCBr)cc1,0.32µM*,0.32µM*,x
O=C(CSC(=S)N1CCOCC1)c1ccccc1,u,u,2%
O=C(NC(=S)Nc1ccc2oc(=O)ccc2c1)c1ccco1,-1%,-26%,1%
COc1ccc(C2(O)CC3CCC(C2)N3c2cc(C)nc(-c3ccccc3)n2)cc1 (centres undefined),u,u,-22%
Cn1ccnc1/C(=N\NC(=O)c1ccccc1)c1cccc([N+](=O)[O-])c1,3%,u,-4%
CC[n+]1c(P(=O)([O-])c2ccccc2)[nH]c2ccccc21,-6%,-7%,-7%
O=S(=O)(Nc1ccc(F)cc1F)c1ccc(-n2cccn2)cc1,16µM*,u,2%
CCOC(=O)C1(CC2CCCCO2)CCN(Cc2cc3ccccc3[nH]2)CC1 (centres undefined),u,16µM*,-6%
COCCN=C1NN=C(c2ccc(C)c([N+](=O)[O-])c2)CS1,u,u,-2%
CC1CCN(C(=O)CCc2ccc(S(=O)(=O)NC(C)C)cc2)CC1,-14%,-13%,-10%

# Arranged by molar mass (largest number first): part of the list above
SMILES,TDP1 cell CPT,TDP1 cell noCPT,KAT2A inh
COc1ccc(CCC(=O)Nc2cccc(S(=O)(=O)N3CCCCCC3)c2)cc1,u,u,-6%
O=C(O)c1cc2cccc(S(=O)(=O)N3CCCCC3)c2cc1O,0%,-4%,-17%
O=C(CSC(=S)N1CCOCC1)c1ccccc1,u,u,2%
